# TRPN1 ag = zebrafish TRPN1 (NompC) channel agonism; HEK293 zebrafish TRPN1-YFP, Fluo-8 calcium fluorescence; 100% = response to 87 µM carbachol; activation, % at 3 µM; 220,000 tested, 0.18% active;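 active means activation above its plate's cutoff, the mean activation of test wells on that plate plus 3 SD, cut at about 19% in these data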;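 further: 0% = DMSO alone and 100% = 87 µM carbachol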
#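 Material: zebrafish TRPN1-YFP in HEK293 cells. Doses: one dose of 3 µM, 0.3% DMSO. Incubation: dye 1 h 37 °C plus 30 min RT. Measured by: intracellular calcium fluorescence with Fluo-8.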
# NPY1 pot ag = potentiators or agonists of human neuropeptide Y receptor Y1 | NPY-Y1 expressing cells, potentiator/agonist activation | AID 1304 | activation, % at 3.6 µM | P25929 | 220,000 tested, 0.37% active; in the data active means activation above about 33%, passing the limit was not always enough;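 further: cells stimulated with NPY at EC10 then isoproterenol at EC100; 0% = low agonist plus stimulus and 100% = saturating agonist plus stimulus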
# Target sequence (P25929 whole entry, looked up): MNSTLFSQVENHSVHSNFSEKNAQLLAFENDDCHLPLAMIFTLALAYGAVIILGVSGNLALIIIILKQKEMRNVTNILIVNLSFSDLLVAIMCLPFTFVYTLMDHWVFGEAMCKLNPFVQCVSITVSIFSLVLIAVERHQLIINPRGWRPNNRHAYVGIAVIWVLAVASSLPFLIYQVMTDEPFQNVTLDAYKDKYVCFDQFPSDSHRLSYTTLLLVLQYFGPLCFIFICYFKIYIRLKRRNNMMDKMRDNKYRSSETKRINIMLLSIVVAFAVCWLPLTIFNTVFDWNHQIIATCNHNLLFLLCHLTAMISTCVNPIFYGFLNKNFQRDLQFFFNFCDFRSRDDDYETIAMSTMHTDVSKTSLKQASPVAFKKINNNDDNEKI
# CHOP inhibitor = inhibitors of CHOP induction in ER stress response; CHO-K1 CHOP-promoter luciferase, tunicamycin-induced, 15-18 h; inhibition, % at 10 µM; 220,000 tested, 3.8% active; AID 2732;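 active means compounds that reduced the stress-induced luciferase reporter signal by more than about 70% of percent inhibition, limit read from the data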;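 further: 0% = tunicamycin plus vehicle and 100% = wells without tunicamycin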
# NPY-Y1 antag = blocks the human neuropeptide Y Y1 receptor; 200,000 tested, 1% active; HEK293-CNG Y1 cells, membrane potential fluorescence; NPY at EC95, then isoproterenol; P25929; inhibition, % at 3.6 µM;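 active means inhibition above the campaign mean inhibition of all tested compounds plus 3 SD, cut at about 20% in these data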;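 further: 0% = DMSO wells given NPY plus isoproterenol and 100% = isoproterenol alone without NPY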
#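 Benchmarks – high control isoproterenol alone, low control NPY with isoproterenol · Material – HEK293 Y1/CNG channel cell line · Times – dye 3 h, compound 60 min room temperature, stimulation 45 min · Probe or stimulus – NPY (25 nM), isoproterenol (1 µM), Ro 20-1724 (25 µM) · Evaluation – % inhibition of NPY effect · Signal – fluorescence, membrane potential probe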
# 14-3-3 Bad PPI = disrupts binding of bovine 14-3-3 zeta to phospho-Bad peptide; TR-FRET 14-3-3zeta/Dy647-pBad peptide displacement, 1 h; inhibition, % at 21.7 µM; AID 781; 220,000 tested, 0.71% active; P63103;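 active means inhibition above about 70%, limit read from the data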;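 further: 0% = full 14-3-3 plus peptide FRET controls and 100% = background without 14-3-3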
# Target sequence (P63103 whole entry, looked up): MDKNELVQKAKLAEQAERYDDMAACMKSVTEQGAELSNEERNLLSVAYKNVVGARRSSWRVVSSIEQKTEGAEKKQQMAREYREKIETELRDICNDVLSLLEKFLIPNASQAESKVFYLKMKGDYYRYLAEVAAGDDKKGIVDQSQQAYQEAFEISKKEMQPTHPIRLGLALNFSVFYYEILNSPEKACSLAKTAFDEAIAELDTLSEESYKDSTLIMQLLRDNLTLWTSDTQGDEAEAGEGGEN
# EP2 modulator = modulates human prostaglandin E2 receptor EP2 signaling; P43116; EP2-expressing cells, cAMP HTRF FRET, PGE2 co-stimulation; induction, % at 25 µM; 260,000 tested, 0.83% active; AID 940;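 active means compounds whose cAMP rise, as percent of the full-agonist control response, exceeds 60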;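 further: rat C6 glioma line stably carrying human EP2 under a CMV promoter; the protocol text gives 20 µM as final concentration; 100% = response of wells given 1 µM PGE2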
# Target sequence (P43116 whole entry, looked up): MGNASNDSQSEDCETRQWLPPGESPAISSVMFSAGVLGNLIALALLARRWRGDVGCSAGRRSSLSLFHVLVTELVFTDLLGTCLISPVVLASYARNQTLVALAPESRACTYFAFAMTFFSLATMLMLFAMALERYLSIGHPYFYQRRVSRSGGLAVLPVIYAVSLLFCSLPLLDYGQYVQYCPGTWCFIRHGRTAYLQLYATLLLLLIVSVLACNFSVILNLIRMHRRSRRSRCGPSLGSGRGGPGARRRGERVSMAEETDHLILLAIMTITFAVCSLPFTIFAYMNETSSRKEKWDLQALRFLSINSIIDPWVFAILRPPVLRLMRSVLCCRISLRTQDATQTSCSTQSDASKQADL
# PPC-1+TRAIL kill = kills PPC-1 cancer cells in the presence of TRAIL | 220,000 tested, 0.41% active | PPC-1 cells + TRAIL, ATPLite viability luminescence | AID 1443 | cell killing (% activity), % at 4 µM;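 active means cell killing above 50% in the first pass at 4 µM, then a duplicate retest at 5 µM averaging 50% or more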;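 further: plate controls were cells with TRAIL plus DMSO for no effect and medium-only wells lacking cells for full effect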
# PGE2 EP2 inh = EP2 receptor (human) inhibition. P43116. C6 glioma cells expressing human EP2, cAMP TR-FRET; cells stimulated with saturating PGE2. inhibition, % at 25 µM. 260,000 tested, 0.52% active. AID 1422;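 active means percent inhibition above 40 after rounding to a whole number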;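 further: rat C6 glioma host cells with rolipram phosphodiesterase inhibitor present; the protocol text gives 20 µM as final concentration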
# TRPML3 ag = agonists of human TRPML3 channel. HEK293 TRPML3-YFP, Fluo-8 calcium fluorescence; 100% = the carbachol control signal. activation, % at 3 µM. 220,000 tested, 0.29% active. AID 1448;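 active means activation above its plate's cutoff, the mean activation of the plate's test wells plus 3 SD, cut at about 12% in these data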;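 further: 0% = DMSO only wells and 100% = carbachol wells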
#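 Material: TRPML3-YFP stable HEK293 cells | Dosing: One concentration, 3 µM nominal, 0.3% DMSO | Timing: 125 s total fluorescence read per well | Technique: Fluo-8 calcium dye fluorescence, ex 470-495, em 515-575 nm | Measure: Percent activation from peak-to-basal fluorescence ratio, scaled between DMSO and carbachol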
# Starred values were filed as active, the others as inactive; . = no result given; & = joins results of further samples; [ ] = remark or other dose.
# Preview (five entries):
SMILES,TRPN1 ag,NPY1 pot ag,CHOP inhibitor,NPY-Y1 antag,14-3-3 Bad PPI,EP2 modulator,PPC-1+TRAIL kill,PGE2 EP2 inh,TRPML3 ag
Cc1cc(/C=C2\C(=N)N3N=C(CC(=O)N4CCOCC4)SC3=NC2=O)c(C)n1Cc1ccccc1,1.6,-15,-4,.,0,8,-1,11,1.0
COc1cccc(CNC(=O)C2CCN(S(=O)(=O)c3ccccc3)CC2)c1,1.0,13,4,-5,-3,2,4,9,0.1
CCN(CC(=O)Nc1ccccc1OC)CC(=O)Nc1c(Cl)ccc(C)c1Cl,0.6,3,25,1,-10,32,-3,4,0.3
Cc1[nH]c2ccccc2c1/C=N/NC(=O)c1cccc(S(=O)(=O)Nc2cccc(C(F)(F)F)c2)c1,0.4,39,-3,-3,-10,-89,24,9,0.0
CC(C)(C)NS(=O)(=O)c1ccc(N2C(=O)c3ccccc3C2=O)cc1,1.4,20,17,-10,-2,-13,-1,12,1.1

# Results, from the start:
SMILES,TRPN1 ag,NPY1 pot ag,CHOP inhibitor,NPY-Y1 antag,14-3-3 Bad PPI,EP2 modulator,PPC-1+TRAIL kill,PGE2 EP2 inh,TRPML3 ag
Cc1cc(/C=C2\C(=N)N3N=C(CC(=O)N4CCOCC4)SC3=NC2=O)c(C)n1Cc1ccccc1,1.6,-15,-4,.,0,8,-1,11,1.0
COc1cccc(CNC(=O)C2CCN(S(=O)(=O)c3ccccc3)CC2)c1,1.0,13,4,-5,-3,2,4,9,0.1
CCN(CC(=O)Nc1ccccc1OC)CC(=O)Nc1c(Cl)ccc(C)c1Cl,0.6,3,25,1,-10,32,-3,4,0.3
Cc1[nH]c2ccccc2c1/C=N/NC(=O)c1cccc(S(=O)(=O)Nc2cccc(C(F)(F)F)c2)c1,0.4,39,-3,-3,-10,-89,24,9,0.0
CC(C)(C)NS(=O)(=O)c1ccc(N2C(=O)c3ccccc3C2=O)cc1,1.4,20,17,-10,-2,-13,-1,12,1.1
COc1ccc2nc(SCC(=O)O)nc(C)c2c1,1.5,-9,.,-6,.,.,37,8,0.0
Cc1cc(C)n(-c2ccc(C(=O)OCC(=O)c3c(N)n(C)c(=O)n(C)c3=O)cc2)n1,0.3,17,-20,2,2[fluorescence artefact?],-17,-14,13,1.1
COC(=O)C1=C(C(=O)OC)[C@@H]2N(C)c3ccc(OC)cc3[C@@]23C[C@@H](C(=O)OC)N=C3N1,.,.,-14,.,-3,-11,27,9,.
COC(=O)C1C(=O)c2c([nH]c(C(=O)OCC3CCCO3)c2C)CC1C (configuration not stated),0.5,6,21,3,9,20,29,5,0.2
c1ccc(C2=Nn3c(nnc3-c3ccccn3)SC2)cc1,0.8,-14,7,9,0,34,-17,9,-0.2
COCC(C)NCc1ccc(C)cc1C (configuration not stated),-1.1,0,9,-2,47,13,-4,4,0.6
O=c1c(N2CCOCC2)c(N2CCOCC2)c1=O,0.8,13,-11,.,4,14,19,8,-0.2
COCCNC(=O)C(c1ccc(C)o1)N(C(=O)c1snc(C(N)=O)c1N)c1cc(C)cc(C)c1 (configuration not stated),0.1,-6,28,4,-2,35,-6,6,-0.2
CCOC(=O)CC(=O)CSc1nc2ccccc2c(=O)n1-c1ccc(C(=O)N2CCOCC2)cc1,1.1,-12,1,1,5,14,-2,10,0.7
CCCc1cc(C(=O)OC)c(NC(=O)c2cc(C)on2)s1,-0.7,-20,54,20*,1[fluorescence artefact?],58,20,6,0.1
CC1=C(OC(=O)c2ccc(Br)cc2)C(C)(C)C(c2ccccc2)OC1=O (configuration not stated),0.0,5,37,1,34[fluorescence artefact?],28,18,13,-0.2
COCCn1c(-c2ccc(Br)cc2)csc1=Nc1cccnc1,2.9,2,46,0,-10,10,3[5 µM],6,2.2
O=C(NNc1cccc(Cl)n1)c1cccnc1Cl,-0.5,12,18,-6,-11[fluorescence artefact?],-22,28,-2,-0.3
O=S(=O)(NCC1CCCO1)c1cccc(S(=O)(=O)N2CCCC2)c1 (configuration not stated),-0.2,6,-53,-3,6,16&-18,5,15&7,0.3
COC(=O)C1=C(NC(=O)c2ccccc2[N+](=O)[O-])CCS1,0.0,-10,12,-3,-16,-8,16,2,0.2
COc1ccc(-n2cc(-c3ccc(OC)c(OC)c3)[nH]c2=S)cc1,-2.4,26,-14,-3,-13,-79,26,7,-0.2
COCCNC(=O)c1cc2nc3c(c(C(F)(F)F)n2n1)CCc1ccccc1-3,1.3,1,1,2,-8,-11,.,7,0.1
COc1ccc(Br)cc1/C=N/N1CCN(Cc2ccccc2)CC1,-0.8,-20,48,.,1,-21,-2,4,0.3
COC(=O)Cc1c(C)c2ccc(OCC(=O)NCc3ccc4c(c3)OCO4)cc2oc1=O,0.1,-19,7,10,1,14,10,17,0.4
O=C(Cn1c(=O)oc2ccccc21)Nc1nc(-c2ccccc2)cs1,0.0,-4,60,5,-1,-17,13,.,-0.2
O=C(NCc1ccc(F)cc1)C(C(=O)NCc1ccc(F)cc1)c1ncc(C(F)(F)F)cc1Cl,1.2,-2,33,-4,-6,42,4,4,0.4
N#CC1=C(N)Oc2c(ccc3cccnc23)C1c1ccncc1 (configuration not stated),0.1,-1,-1,.,-2,9,11,6,0.1
N=c1n(Cc2ccccc2Cl)c2ccccc2n1CC(O)c1ccco1 (configuration not stated),-0.3,6,5,28*,-13,-31,24,6,-0.2
O=C(CN1C(=O)c2ccccc2C1=O)Nc1cccc([N+](=O)[O-])c1,0.6,-8,32,2,-1,-12,32,7,0.6
CC1(C)Cc2c(c(N3CCOCC3)nc3snc(Br)c23)CO1,-0.3,-6,54,-1,-6,42,23,4,-0.6
O=C(CCS(=O)(=O)c1ccccc1)NC12CC3CC(CC(C3)C1)C2,1.2,14,74*,-5,-6[fluorescence artefact?],15,-22,9,0.4
Cc1cc2c(c(SCC(N)=O)n1)C(=O)OC2,1.9,3,-8,-2,-5,-8,22,8,0.8
Cc1nnc(SCC(=O)NC2CCCC2)s1,1.0,2,5,6,-4,14,29,13,0.4
O=C(Cc1cccs1)Nc1ccccn1,0.1,-6,41,1,-4,14,-7,.,0.9
Cc1oc(C(N)=O)cc1COc1ccc(C(N)=O)cc1,1.4,11,0,.,0,17,8,9,0.3
O=C(O)C1C2CCC(C2)C1C(=O)Nc1nc2ccccc2s1 (configuration not stated),-0.1,-3,24,-9,1,2,17,9,0.5
Cc1cccc(C(=O)Nc2nnc(SCC(=O)Nc3ccc4c(c3)oc3ccccc34)s2)c1,1.3,-14,38,-1,4,18,18,9,0.3
Cc1ccc(S(=O)(=O)/N=C(\N)Nc2nc(C)c3cc(C)c(C)cc3n2)cc1,-1.1,-30,22,-4,8[fluorescence artefact?],24,-5,9,0.0
O=C(CSc1ncccn1)N/N=C/c1ccc(OC2CSC2)cc1,0.3,16,12,-3,-6,-18,4,5,0.5
Cc1ccc(NC(CC(=O)c2ccccc2)c2ccc(F)cc2)cc1 (configuration not stated),-0.4,-5,22,-1,-11,31,11,5,0.8
CCOC(=O)c1ccc(NC2=CC(=O)CC(c3ccco3)C2)cc1 (configuration not stated),-1.6,2,10,1,-3,-15,15,1,0.5
CC1CC(=O)N(c2ccc(NCCc3ccccc3)c([N+](=O)[O-])c2)C1=O (configuration not stated),-1.0,4,4,-3,-4,-56,24,10,0.5
COc1ccc(CN2CCN(Cc3cn(C)nc3-c3ccccc3)CC2CCO)c(C)c1C (configuration not stated),2.3,3,24,13,-11,-30,5,4,1.2
CC1CN(C)C(c2ccccc2)C(C)C12NC(=O)NC2=O (configuration not stated),0.4,11,13,1,5,9,-2,7,1.4
CCN(CC)C(=O)CSc1nnc(-c2ccncc2)n1N,2.7,10,1,-1,2,25,1,9,0.7
Cc1c(Cl)cccc1NC(=S)NCc1ccco1,-0.1,5,-21,.,-4,-40,2,6,-0.3
COc1cc(CNC2CCC(C)C2)cc(OC)c1 (configuration not stated),0.6,1,19,-1,1[fluorescence artefact?],4,-4,2,3.4
CCc1ccc(NC(=O)c2ccc(OC)c([N+](=O)[O-])c2)cc1,-2.0,0,44,-4,3[fluorescence artefact?],5,4,7,-0.3
COCCCNC(=O)CC(=O)N/N=C\c1ccc(SC)cc1,-0.5,2,-8,1,-1,-23,10,1,0.4
CCCCCn1c(SCC#N)nc2cc(C(=O)NCC3CCCO3)ccc2c1=O (configuration not stated),0.2,-22,55,-1,11[fluorescence artefact?],3,18,6,0.9
O=[N+]([O-])c1ccccc1/C=C/C=N/n1c(-c2ccco2)n[nH]c1=S,-2.8,6,2,-2,-4,18,20,2,-1.6
Cc1ccc(C)c(N=Nc2ccc(O)c3ncccc23)c1,0.8,9,103*,2,-16,16,6,10,0.5
O=c1oc2c(CN3CCOCC3)c(O)ccc2c2c1CCCC2,1.7,-20,-3,1,2,16,3,23,0.3
COc1cc(CC(=O)NCC2COc3ccccc3O2)cc(OC)c1OC (configuration not stated),1.1,-4,19,9,-7,5,-22,1,0.4
O=C1NN(c2ccccc2)C(=O)/C1=C\c1ccc(-c2cc([N+](=O)[O-])ccc2O)o1,2.6,11,-24,0,15,-15,15,12,0.9
C=CCn1c(SCC(=O)Nc2ccc(F)cc2)nc2cc(C(=O)O)ccc2c1=O,2.0,9,-16,-2,-2,21,13,7,0.4
Cc1cc(Cl)c(OCCCNCc2ccccc2)c(Br)c1,-1.0,-50,-28,14,49,-27,10,7,0.8
Cc1ccccc1NC1=NS(=O)(=O)c2ccccc21,-0.5,3,11,3,9,25,20,-2,0.8
COc1cc(CN(C(=O)c2ccco2)c2ccc(C)cc2)ccc1O,-2.7,-6,11,-2,1,33,-13,7,-1.1
O=C(Cc1cccc2ccccc12)Nc1ccc(OC(F)F)c(Cl)c1,1.1,-4,64,4,-10[fluorescence artefact?],-30,32,5,0.1

# The listing continues.
SMILES,TRPN1 ag,NPY1 pot ag,CHOP inhibitor,NPY-Y1 antag,14-3-3 Bad PPI,EP2 modulator,PPC-1+TRAIL kill,PGE2 EP2 inh,TRPML3 ag
CCC1CCCCN1Cc1cc(OC)c(O)c([N+](=O)[O-])c1 (configuration not stated),-1.5,-9,1,-3,7,7,-6,8,1.2
COc1ccc(C(=O)O/N=C(\N)c2ccccc2)c(OC)c1,0.1,13,11,-1,-7,14,36[5 µM],6,1.0
O=C1NN(c2cccc(Br)c2)C(=O)/C1=C/c1cccs1,2.2,13,-23,.,8,-17,11,8,0.1
CCCCCCCn1c(=N)n(CC(O)c2ccco2)c2ccccc21 (configuration not stated),0.0,-12,51,33*,-1,-68,36,9,-0.3
O=Cc1c(Sc2ccccn2)nc2ccccn2c1=O,1.4,-5,10,1,2,10,13,10,0.6
O=C(O)c1ccc(N2CCCCS2(=O)=O)cc1,1.2,14,16,2,-8,18,6,5,0.4
Cc1ccccc1C(=O)NC(=S)NCc1cccnc1,0.2,12,-2,5,-12,-22,11,14,1.3

# Only part of the results is shown; the hit share may differ from the screen's.
